MT1-MMP act inh = MT1-MMP (human) activation inhibition; actives 0.061% (n = 360,000); P50281; HT1080 RFP-PRO-GFP cells, GFP/RFP ratio fluorescence, overnight; percent of plate control window, DMSO zero; GFP/RFP ratio change, % at 20 µM;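 active = GFP/RFP ratio change of at least 30% with cell ATP level not reduced by more than half and red fluorescence within 50% of control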; also: strong numbers were not always called active
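Test system: HT1080 cells expressing an RFP-PRO-GFP fluorescent reporter construct / Compound dosing: single-point 20 µM compound, 1% DMSO / Schedule: cells overnight before dosing, compound overnight, 37 °C, 5% CO2 / Evaluation: GFP/RFP fluorescence ratio / Control set: DMSO and RFP-L50D-GFP cell wells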
PABP1 MLLE inh = blocks PAM2 peptide binding to the PABP1 MLLE domain. P11940. GST-MLLE / FITC-PAM2 fluorescence polarization. actives 0.36% (n = 360,000). inhibition, % at 20 µM; in the data active = inhibition above about 35%, passing the limit was not always enough;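 also: plate controls were DMSO wells with GST-MLLE for no effect and wells lacking GST-MLLE protein for full effect; some results filed as inactive read as strong as hits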
FAS TE block = inhibitors of human fatty acid synthase thioesterase domain; AID 602261; inhibition, % at 15 µM; P49327; actives 0.67% (n = 360,000); recombinant FAS-TE, OMFH fluorogenic substrate, fluorescence endpoint;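 active = compounds whose normalised, plate-corrected inhibition of enzyme fluorescence in the single-dose primary screen is 50% or more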;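 also: 0% = DMSO with enzyme and 100% = substrate without enzyme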
eLon inh = inhibitors of E. coli Lon protease. actives 0.42% (n = 360,000). purified E. coli Lon protease, fluorescence polarization. inhibition, % at 7.94 µM. P0A9M0; in the data active = inhibition above about 13%, passing the limit was not always enough;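 also: 0% = enzyme with probe and DMSO and 100% = no enzyme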
Tb MetRS inh = Trypanosoma brucei MetRS inhibition. purified T. brucei MetRS, ATP depletion, Kinase-Glo luminescence. inhibition, % at 11.9 µM. actives 0.4% (n = 360,000);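 active = inhibition above a per-plate cutoff of the control wells' mean inhibition plus 3 SD, cut at about 5.5% in these data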;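 also: 0% = DMSO wells median and 100% = median of wells with control inhibitor compound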
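Dosing: 11.9 µM single point; system: parasite MetRS enzyme; technique: luminescence of leftover ATP; times: 15 min enzyme-compound preincubation, 2 h reaction, 10 min detection, 25 °C; replicates: each compound tested once; read-out basis: percent inhibition relative to median high and low control wells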
bovine MsrA act = activators of bovine methionine sulfoxide reductase A | purified bovine MsrA, absorbance read-out | activation, % at 10.6 µM | actives 0.3% (n = 360,000) | AID 602163; in the data active = activation above about 7.5%;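 also: 0% = vehicle and 100% = reference activator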
SKN-1 block = C. elegans SKN-1 inhibition. actives 0.49% (n = 360,000). AID 624304. C. elegans VP596 Pgst-4::GFP/RFP ratio, acrylamide-induced, 24 h. inhibition, % at 21.8 µM;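 active = interference check ratio from 0.5 to 1.5 plus GFP to RFP signal ratio inhibition reaching or exceeding a fixed threshold, cut at about 30% in these data, passing the limit was not always enough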; also: some compounds called inactive have numbers as strong as hits
MsrA inhibitor = inhibits bovine methionine sulfoxide reductase A | purified bovine MsrA, absorbance read-out | inhibition, % at 15.5 µM | actives 0.75% (n = 360,000); in the data active = inhibition above about 4.5%;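 also: 0% = vehicle wells with enzyme and 100% = reference inhibitor wells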
NRP1-CendR mod = alters CendR peptide binding to human NRP-1 | FAM-RPARPAR peptide binding to NRP-1, fluorescence polarization | inhibition, % at 25 µM | O14786 | actives 0.85% (n = 360,000);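 active = inhibition or corrected inhibition above about 18%, plus a signal ratio from 0.5 to 1.5, limit read from the data, passing the limit was not always enough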; also: strong numbers were not always called active
Numbers without * were called inactive; . = not tested or not shown.

The opening 3 compounds, ahead of the listing:
SMILES	MT1-MMP act inh	PABP1 MLLE inh	FAS TE block	eLon inh	Tb MetRS inh	bovine MsrA act	SKN-1 block	MsrA inhibitor	NRP1-CendR mod
CCCN1C(=O)C(=O)N(CC(=O)N2c3ccccc3NC(=O)CC2C)C1=O (stereo unspecified)	3	-16	-11	0	0.3	-2	8	-0.2	-3
Cc1ccc(S(=O)(=O)N2CCCCC2)cc1NC(=O)c1ccccc1Cl	4	-14	13	8	-0.4	-2	-5	0.1	4
COc1ccccc1NC(=O)CSc1nnc(C)n1CCc1ccccc1	4	6	-1	8	0.3	-2	-14	-0.5	4

Main list, previewed entries included:
SMILES	MT1-MMP act inh	PABP1 MLLE inh	FAS TE block	eLon inh	Tb MetRS inh	bovine MsrA act	SKN-1 block	MsrA inhibitor	NRP1-CendR mod
CCCN1C(=O)C(=O)N(CC(=O)N2c3ccccc3NC(=O)CC2C)C1=O (stereo unspecified)	3	-16	-11	0	0.3	-2	8	-0.2	-3
Cc1ccc(S(=O)(=O)N2CCCCC2)cc1NC(=O)c1ccccc1Cl	4	-14	13	8	-0.4	-2	-5	0.1	4
COc1ccccc1NC(=O)CSc1nnc(C)n1CCc1ccccc1	4	6	-1	8	0.3	-2	-14	-0.5	4
C=CCNC(=O)c1ccc(-c2cccc([N+](=O)[O-])c2)o1	5	3	23	11	-0.4	-2	12	-0.2	-8
CCN(CC)C(=O)/C(=C\c1cccc([N+](=O)[O-])c1)NC(=O)c1ccco1	-4	-9	-8	8	0.3	-6	-5	0.9	-4
CCC(=O)NC(=S)Nc1ccccc1C(=O)OC	0	-2	-12	0	-0.6	-4	8	1.1	-4
CC12CCC(C(=O)N(c3nccs3)C1=O)C2(C)C (stereo unspecified)	4	-4	-8	-10	-0.3	-1	1	0.8	8
Cc1ccc(-c2nc3c(=O)n(C)c4ccccc4c3o2)cc1	4	1	5	0	-1.7	0	8	-0.1	2
CN1CCN(S(=O)(=O)c2ccc(SCCOc3ccccc3)nc2)CC1	9	-4	11	-6	-0.5	2	6	-1.3	1
S=C(Cc1ccc(Cl)cc1)N1CCOCC1	0	33	2	-3	-0.6	-9	5	-0.7	-1
COc1cccc(C(=O)NCC(c2ccc3c(c2)OCO3)N2CCN(c3ccc(F)cc3)CC2)c1 (stereo unspecified)	0	16	30	-13	-0.2	1	-8	3.3	-5
O=C(CCN1C(=O)COc2ccccc21)NCCC1=CCCCC1	0	2	2	-5	-1.4	-4	5	1.1	13
Cc1ccc(CNC(=O)C(N=C2NS(=O)(=O)c3ccccc32)C(C)C)cc1 (stereo unspecified)	-5	1	1	-14	-0.3	-1	-6	-0.6	18
CCC(C)[C@H]1CNC(=O)C(=O)N1CCCCC1CCCCC1 (stereo partly specified)	4	.	4	-2	-1.2	-13	-1	-0.2	-6
CN1/C(=C/C(=S)NC(=O)C2(C)CC2(Cl)Cl)C(C)(C)c2ccccc21 (stereo unspecified)	21	-24	17	-7	-0.6	2	46	-0.9	-29
C=CCN1C(=O)C(O)=C(C(C)=O)C1c1ccccc1F (stereo unspecified)	-8	5	-3	1	-0.1	0	-4	2.8	9
COc1ccccc1NC(=O)N1CCCC1C(=O)NCc1cccs1 (stereo unspecified)	-1	-3	-5	2	-0.6	-1	-8	0.5	-5
Cc1ccc(-c2csc(-c3ccncc3)n2)cc1	0	-4	12	-2	-0.5	-3	41*	0.2	-1
CC1CCCC(C)N1S(=O)(=O)c1ccc(S(=O)(=O)NCc2ccccc2)cc1 (stereo unspecified)	-3	-11	-11	-2	-0.4	-2	5	-1.0	-16
CC1(C)CC(=O)C2=C(C1)OC(N)=C(C#N)C2c1ccccc1[N+](=O)[O-] (stereo unspecified)	-62	132	-7	22	0.2	-2	3	0.7	36*
[O-]/C(=C(\C(=S)Nc1ccc(SC(F)F)cc1)[n+]1ccccc1)c1ccc(Cl)cc1Cl	-2	11	16	-2	-0.9	-3	1	2.4	2
CCN1C[C@@H]2[C@@H]3C(=O)N(Cc4ccccc4)C(=O)[C@@H]3[C@](CC)(C1=O)N2C(=O)c1ccc(F)cc1	-2	-14	-6	2	-0.4	-2	9	1.5	10
CCCc1cc(=O)[nH]c(N2CCN(Cc3ccc4c(c3)OCO4)CC2)n1	1	1	-4	9	0.3	-2	19	-0.8	2
CCOc1nc(NC(C)C)nc(NC(C)C)n1	3	-2	-3	5	-0.1	3	-8	0.3	6
Cc1ccc(C(=O)Nc2ccc(O)c(C(=O)O)c2)o1	-1	1	-5	-9	-0.1	-5	-10	0.2	-6
C[C@H](CO)N1C[C@H](C)[C@@H](CN(C)C(=O)Nc2ccccc2)Oc2ccc(NC(=O)Nc3ccccc3)cc2C1=O	3	15	-4	-5	3.3	-1	8	-2.1	-6
CCOC(=O)c1ccc(N2C(=O)CC(N3CCN(C(=O)c4ccco4)CC3)C2=O)cc1 (stereo unspecified)	-7	1	-7	2	-0.4	-1	-8	0.6	4
CC1(C)C=C(c2ccc(O)cc2)CC(C)(C)N1	1	2	-6	-9	-0.1	-2	-1	0.8	5
COc1ccc(OCC(=O)N/N=C(\C)c2ccc(-n3ccnc3)cc2)cc1	1	6	-8	3	-0.3	2	-3	0.1	4
COc1ccc(C(=O)Nc2ccccc2-c2ccccc2)cc1Cl	-3	2	16	2	-0.6	-3	4	0.0	-19
Cc1cc(NC(=O)c2cc(-c3ccccc3Cl)nc3ccccc23)no1	-8	-5	12	-2	0.0	-1	33	-1.0	-2
CC(C)C(NC(=O)c1ccccc1)C(=O)NCC(c1ccccc1)N(C)C (stereo unspecified)	-2	1	-3	-7	-1.1	-12	-2	-0.2	2
CCCCN1CCCCC1(C)C(=O)NCc1ccc2c(c1)OCO2 (stereo unspecified)	2	3	-4	3	0.5	-2	-4	-1.3	1
COc1ccc(OC)c(S(=O)(=O)n2nc(C)cc2C)c1	4	10	-3	-3	0.2	0	8	-0.7	-9
N/C(=N\S(=O)(=O)c1ccc(Cl)cc1)N1CCOCC1	-1	4	-6	-2	0.4	-3	-9	0.7	9
O=C1CSC(=S)N1c1ccc(O)cc1	16	33	-6	7	-0.4	-10	8	-0.4	-1
O=C(NCc1ccccn1)C1CCCN(S(=O)(=O)c2cccc3nsnc23)C1 (stereo unspecified)	2	11	-2	3	0.2	-3	6	-0.5	1
CCc1ccc(NC(=O)C(C)OC(=O)C2CCN(c3ccc(C(F)(F)F)cn3)CC2)cc1 (stereo unspecified)	4	13	14	-3	-0.1	-1	-4	-0.2	0
CCC(=O)N(Cc1ccco1)Cc1cc2cccc(C)c2n2nnnc12	0	17	-7	-1	0.6	-8	-4	0.4	7
Cn1nccc1C(=O)Nc1nnc(C2CC2)s1	1	23	-6	-8	-0.5	-3	8	0.7	3
O=C1C(=Nc2cccc(Cl)c2)CC(c2ccc(Cl)cc2)N1c1cccc(Cl)c1 (stereo unspecified)	-2	-8	29	-6	-0.8	-1	16	0.8	10
C/C(=N\OCc1nc2ccccc2c(=O)n1/N=C/c1cc(C)cc([N+](=O)[O-])c1O)c1ccccc1	-1	0	-2	0	-0.2	-2	-5	1.1	6
O=C(Cc1ccc(F)cc1)Nc1nnc(SCC(=O)N2CCCCC2)s1	2	-6	1	5	-0.5	-6	-6	-0.5	-10
COc1ccccc1C(=O)NCC(=O)NNC(=O)C1COc2ccccc2O1 (stereo unspecified)	0	13	-3	-5	-0.3	-4	-14	0.5	10
CNC(=O)c1c(C)[nH]c(=S)c(C#N)c1-c1ccco1	-1	18	-9	-8	-1.2	-5	-3	0.9	-4

Overlap with the part before: 4 entries, then new ones.
SMILES	MT1-MMP act inh	PABP1 MLLE inh	FAS TE block	eLon inh	Tb MetRS inh	bovine MsrA act	SKN-1 block	MsrA inhibitor	NRP1-CendR mod
C/C(=N\OCc1nc2ccccc2c(=O)n1/N=C/c1cc(C)cc([N+](=O)[O-])c1O)c1ccccc1	-1	0	-2	0	-0.2	-2	-5	1.1	6
O=C(Cc1ccc(F)cc1)Nc1nnc(SCC(=O)N2CCCCC2)s1	2	-6	1	5	-0.5	-6	-6	-0.5	-10
COc1ccccc1C(=O)NCC(=O)NNC(=O)C1COc2ccccc2O1 (stereo unspecified)	0	13	-3	-5	-0.3	-4	-14	0.5	10
CNC(=O)c1c(C)[nH]c(=S)c(C#N)c1-c1ccco1	-1	18	-9	-8	-1.2	-5	-3	0.9	-4
COCC(C)NC(=O)COCc1cc(-c2ccc3c(c2)OCO3)on1 (stereo unspecified)	2	4	-6	-1	-0.7	-2	-1	-0.7	8
COc1ccc(OC)c(CNC(=O)C2CCN(S(=O)(=O)N3CCCCC3)CC2)c1	1	14	-6	3	-0.4	-2	0	0.2	14
COc1cc(CC(=O)OCC(=O)Nc2ccc(N3CCOCC3)cc2)cc(OC)c1OC	-5	10	-5	-1	0.4	-1	1	0.7	0
CCCc1[nH]n(-c2ccc(F)cc2)c(=O)c1C=NCC1CCCO1 (stereo unspecified)	1	2	-7	-9	-0.1	-2	5	0.9	-5
CC1=C(C(=O)Nc2ccccc2)C(c2cc(CN3CCOCC3)cs2)C2=C(CCCC2=O)N1 (stereo unspecified)	5	13	2	9	-1.2	-11	-1	0.7	-2
CC(C(=O)N1CCc2ccccc2C1)N(c1ccccc1)S(C)(=O)=O (stereo unspecified)	0	0	-4	2	-0.4	0	-13	1.6	-8
C/C(=N\NC(=O)c1ccccc1)c1ccc(-n2ccnc2)cc1	9	2	-4	-10	-0.8	0	6	0.6	-4
CN(C)c1ccc(C(C(=O)NCC2CCCO2)N(C(=O)c2snc(C(N)=O)c2N)c2ccc3c(c2)OCO3)cc1 (stereo unspecified)	-4	7	3	-12	0.0	-2	22	1.4	9
COc1cc([C@H]2[C@@H]3CCCC[C@]3(O)CCN2CC(=O)Nc2ccc(C)cc2C)ccc1O	0	-30	1	-5	-0.3	-1	-15	0.3	10
COc1ccc(N(C)S(=O)(=O)c2cccc3nsnc23)cc1	2	11	-6	2	-0.9	-5	5	2.2	6
C=CC[C@H](CC(=O)OC(C)(C)C)C(=O)OC[C@@H]1CCCN1C(=O)[C@@H](CC=C)CC(=O)NCCO	2	2	2	-15	-0.1	0	2	-0.2	4
O=C(NCCNC1CCC(c2ccccc2)CC1)c1cccs1 (stereo unspecified)	3	13	2	2	-0.6	-6	-1	1.3	-5
Cn1cc([N+](=O)[O-])c(C(=O)N/N=C/c2cc3c(cc2Br)OCO3)n1	0	-1	5	8	0.8	-2	-1	0.3	-5
Cc1nn(C)cc1C(=O)Nc1ccccc1Br	6	5	-11	10	-0.5	-9	9	-1.1	-8
COc1cc(C(=O)NCC(c2ccccc2)N(C)C)ccc1OCC(=O)N1CCOCC1 (stereo unspecified)	-2	4	-9	-4	-0.8	-7	-7	1.1	0
CCOc1cccc2sc(N(CCN(C)C)C(=O)/C=C/c3cccs3)nc12	2	3	-5	4	0.1	-1	-5	.	8
Cc1ccc(C(=O)Nc2ccc3c(c2)CCC3)cc1	3	-2	11	4	-1.6	-10	6	1.1	0
NCCCC[C@H]1CNC(=S)N1CCc1cccc(F)c1	-1	-57	-12	-7	-0.2	-8	-13	0.4	-6
Clc1ccc(-c2nc3ncccn3c2Cl)cc1	3	2	7	-7	-0.6	-4	15	.	-31
CCOc1cc(C(=O)OCC(=O)Nc2cc(C)on2)ccc1OCC(C)C	0	3	-10	9	-0.4	-2	-4	-0.1	-5
